# NFkB binder: binders of NF-kB p50 subunit, primary screen, biochemical, small molecule microarray, anti-His fluorescence | anti-His fluorescence binding | 17,000 tested, 1.3% active | Nuclear factor NF-kappa-B p105 subunit (Homo sapiens), P19838 | calls only;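 active means spot fluorescence over background significantly raised, with a chance value under 7% in all four replicate spots of the compound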;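 further: probe protein is his-tagged human p50 processed subunit at 1 µg/ml; raw spot fluorescence signals with no normalization applied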
# Target sequence (P19838 1-433 limits assumed): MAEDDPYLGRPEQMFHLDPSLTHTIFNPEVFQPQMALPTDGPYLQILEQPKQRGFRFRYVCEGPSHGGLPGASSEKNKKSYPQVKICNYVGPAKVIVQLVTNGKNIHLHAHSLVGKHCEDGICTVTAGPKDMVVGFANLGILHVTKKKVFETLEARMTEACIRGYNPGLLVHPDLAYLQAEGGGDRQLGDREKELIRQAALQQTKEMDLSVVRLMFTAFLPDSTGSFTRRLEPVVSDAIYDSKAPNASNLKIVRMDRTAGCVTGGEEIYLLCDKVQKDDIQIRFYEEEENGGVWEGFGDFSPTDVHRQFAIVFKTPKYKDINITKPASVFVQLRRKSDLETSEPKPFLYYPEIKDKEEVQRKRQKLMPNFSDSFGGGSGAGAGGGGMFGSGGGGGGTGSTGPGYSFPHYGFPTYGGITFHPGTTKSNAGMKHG
# Calls only; i = inactive; + = active, no number. An excerpt, so the mix of outcomes need not match the whole.
SMILES,NFkB binder
Cc1ccc(C)c(NC(=O)c2ccc(OCC(=O)Nc3ccccc3C)cc2)c1,i
COc1ccc(S(=O)(=O)N(C)C[C@H]2Oc3c(NC(=O)Nc4c(C)noc4C)cccc3C(=O)N([C@@H](C)CO)C[C@H]2C)cc1,i
COc1ccccc1C(=O)Nc1c(C)[nH]c(=O)[nH]c1=O,i
OCC1OC(OCC2OC(NCCc3ccc(O)cc3)C(O)C(O)C2O)C(O)C(O)C1O (centres undefined),i
O=C1CC(NCc2cccnc2)C(=O)N1c1ccccc1 (centres undefined),i
CC(C)NC(=O)N(C)C[C@H]1OCCCC[C@H](C)Oc2ccc(NC(=O)c3ccncc3)cc2C(=O)N([C@@H](C)CO)C[C@H]1C,i
C[C@@H]1CCCCO[C@H](CN(C)C(=O)Nc2cccc3ccccc23)[C@H](C)CN([C@@H](C)CO)C(=O)c2cc(N(C)C)ccc2O1,i
C[C@@H]1CN([C@@H](C)CO)C(=O)Cc2cc(NS(=O)(=O)c3ccccc3)ccc2O[C@H]1CN(C)Cc1ccc2c(c1)OCO2,i
COc1ccc(CCNc2ccncn2)cc1OC,i
C[C@@H]1CN([C@H](C)CO)C(=O)c2cc(NC(=O)Nc3ccc(C(F)(F)F)cc3)ccc2O[C@H]1CN(C)S(=O)(=O)c1ccc(Cl)cc1,i
C[C@H]1CN([C@@H](C)CO)C(=O)c2cc(NC(=O)NC3CCCCC3)ccc2O[C@H]1CN(C)S(=O)(=O)c1ccccc1,i
C[C@H](CO)N1C[C@H](C)[C@@H](CN(C)CC2CC2)Oc2c(NC(=O)c3nc4ccccc4s3)cccc2C1=O,i
COc1ccc(S(=O)(=O)NC2CCN(Cc3cccc(OCCO)c3)CC2)cc1,i
Cc1cc(C)nc(SCC(=O)c2ccc3c(c2)OCCO3)n1,i
O=C(Cc1coc2ccc3ccccc3c12)Nc1cccnc1,i
Cc1noc(C)c1NC(=O)Nc1cccc2c1O[C@H](CN(C)Cc1ccc(C(=O)O)cc1)[C@@H](C)CN([C@H](C)CO)C2=O,i
CC(C)NC(=O)Nc1ccc2c(c1)C(=O)N([C@H](C)CO)C[C@H](C)[C@H](CN(C)Cc1ccccc1)OCCCC[C@@H](C)O2,i
C[C@H]1CN([C@@H](C)CO)C(=O)c2cc(NC(=O)Cn3cnnn3)ccc2O[C@@H]1CN(C)C(=O)NC1CCCCC1,i
C=CC(C)(CC/C=C(\C)C(=O)O)O[C@@H]1O[C@H](C)[C@@H](O)[C@H](O)[C@H]1O (some centres undefined),i
COc1ccc(NC(=O)Nc2ccc3c(c2)C(=O)N([C@@H](C)CO)C[C@@H](C)[C@H](CN(C)S(=O)(=O)c2ccc(OC)cc2)O3)cc1,i
Cc1ccc(N2CC(C(=O)NCc3cccnc3)CC2=O)cc1 (centres undefined),i
CCOC(=O)c1c(C2COc3ccccc3O2)csc1NC(=O)c1ccccc1 (centres undefined),i
CC(C)NC(=O)Nc1ccc2c(c1)C(=O)N([C@H](C)CO)C[C@@H](C)[C@@H](CN(C)C)OCCCC[C@H](C)O2,i
CN1CCN(S(=O)(=O)c2ccc(Sc3nc4ccccc4[nH]3)c3nsnc23)CC1,i
Cc1noc(C)c1NC(=O)N(C)C[C@@H]1OCCCC[C@H](C)Oc2ccc(NC(=O)C3CCCCC3)cc2C(=O)N([C@@H](C)CO)C[C@H]1C,i
C[C@@H]1CN([C@H](C)CO)C(=O)c2cccc(NC(=O)Nc3cccc4ccccc34)c2O[C@@H]1CN(C)Cc1ccc(C(=O)O)cc1,i
C[C@@H]1CN([C@@H](C)CO)C(=O)Cc2cc(NC(=O)CCN3CCOCC3)ccc2O[C@H]1CN(C)C(=O)Nc1ccccc1,i
O=C(CSc1nnc(-c2ccccc2)n1-c1ccccc1)Nc1cccc(F)c1,i
C[C@H](CO)N1C[C@H](C)[C@H](CN(C)S(=O)(=O)c2cn(C)cn2)Oc2ncc(-c3cc4ccccc4o3)cc2C1=O,i
COc1ccc(COC[C@]23NC(=S)N[C@H](c4ccccc4O2)[C@H]3CO[Si](C)(C)C(C)(C)C)cc1,i
C[C@@H]1CCCCO[C@H](CN(C)C(=O)CCC(F)(F)F)[C@@H](C)CN([C@@H](C)CO)C(=O)c2cc(NC(=O)Cc3ccccc3)ccc2O1,i
CC1(C)CCC2(C(=O)OC3OC(COC4OC(CO)C(O)C(O)C4O)C(O)C(O)C3O)CCC3(C)C(=CCC4C5(C)CCC(OC6OCC(O)C(O)C6O)C(C)(C)C5CCC43C)C2C1O (centres undefined),i
O=C(OCc1cccc(O)c1O[C@@H]1O[C@H](CO)[C@@H](O)[C@H](O)[C@H]1O)C1(O)C(=O)C2C=CC1C1C=CC(=O)C(O)(C(=O)OCc3cccc(O)c3O[C@@H]3O[C@H](CO)[C@@H](O)[C@H](O)[C@H]3O)C21 (some centres undefined),i
C[C@H](CO)N1C[C@H](C)[C@H](CN(C)C(=O)CCC(F)(F)F)OCCCC[C@H](C)Oc2ccc(NC(=O)Cc3ccccc3)cc2C1=O,i
CNC[C@H]1OCCCC[C@@H](C)Oc2ccc(NS(=O)(=O)c3c(C)noc3C)cc2C(=O)N([C@H](C)CO)C[C@H]1C,i
Cn1c(SCC(=O)c2cc3ccccc3o2)nnc1-c1ccccc1,i
C[C@H](CO)N1C[C@H](C)[C@@H](CN(C)S(=O)(=O)c2cn(C)cn2)Oc2c(NS(=O)(=O)c3cn(C)cn3)cccc2C1=O,i
COc1ccc(NC(=O)CN(c2ccc(OC)c(Cl)c2)S(C)(=O)=O)cc1Cl,i
C[C@@H]1CN([C@H](C)CO)C(=O)Cc2cc(NC(=O)Nc3cccc4ccccc34)ccc2O[C@@H]1CN(C)Cc1ccncc1,i
Fc1ccc(N2CCN(CCC3OCCc4ccccc43)CC2)cc1 (centres undefined),i
C=C1CC[C@H]2C(=C)CC[C@@]3(O)C(=C)C(=O)O[C@@H]3[C@@H]12,i
COc1ccc(Cl)cc1NC(=O)Nc1cc(C)nc2ccccc12,i
Cc1noc(C)c1NC(=O)Nc1ccc2c(c1)C(=O)N([C@@H](C)CO)C[C@@H](C)[C@H](CN(C)C(=O)Nc1c(C)noc1C)OCCCC[C@H](C)O2,i
COc1cc(C2C(C(=O)c3cccs3)C(=O)C(=O)N2Cc2ccco2)cc(OC)c1OC (centres undefined),i
C[C@H]1C=C(C(=O)Nc2ccccc2)O[C@@H](OCc2ccc(CO)cc2)C1,i
C[C@@H]1CCCCO[C@@H](CN(C)Cc2ccc(C(=O)O)cc2)[C@@H](C)CN([C@H](C)CO)C(=O)c2cc(NC(=O)c3ccncc3)ccc2O1,i
Cc1noc(C)c1NC(=O)N(C)C[C@@H]1Oc2ccc(NC(=O)c3ccncc3)cc2CC(=O)N([C@H](C)CO)C[C@H]1C,i
NS(=O)(=O)c1ccc(CNC(=O)c2cc(-c3cccnc3)nc3ccc(Br)cc23)cc1,i
CC(C)NC(=O)N(C)C[C@H]1OCCCC[C@H](C)Oc2ccc(NC(=O)Nc3ccccc3)cc2C(=O)N([C@@H](C)CO)C[C@H]1C,i
CCOC(=O)c1ccc(OC(=O)CCCCCN=C(N)N)cc1,i
Cc1noc(C)c1S(=O)(=O)Nc1ccc2c(c1)CC(=O)N([C@@H](C)CO)C[C@H](C)[C@@H](CN(C)C)O2,i
O=C(/C=C/c1ccc(O)cc1)NCCCCN(CCCN(CCCNC(=O)/C=C/c1ccc(O)cc1)C(=O)/C=C/c1ccc(O)cc1)C(=O)/C=C/c1ccc(O)cc1,i
C[C@@H]1CN([C@@H](C)CO)C(=O)CCCn2nncc2CO[C@@H]1CN(C)C,i
CNC[C@@H]1Oc2ccc(NC(=O)CCC(F)(F)F)cc2C(=O)N([C@H](C)CO)C[C@@H]1C,i
C[C@H](CO)N1C[C@H](C)[C@H](CN(C)C)OCCCC[C@H](C)Oc2ccc(NS(=O)(=O)c3ccc(Cl)cc3)cc2C1=O,i
CCN(CC(=O)Nc1cc(C(F)(F)F)ccc1Cl)S(=O)(=O)c1ccc(Cl)cc1,i
Cc1cc(C)nc(SCc2noc(-c3ccc(Cl)cc3)n2)n1,i
COC(=O)c1cccc(NC(=O)CSc2nc(C)cc(C(F)(F)F)n2)c1,i
Cc1noc(C)c1S(=O)(=O)Nc1cccc2c1O[C@H](CN(C)Cc1ccc(C(=O)O)cc1)[C@@H](C)CN([C@@H](C)CO)C2=O,i
C[C@@H]1CN([C@H](C)CO)C(=O)c2cccc(NS(=O)(=O)c3ccc(F)cc3)c2O[C@@H]1CN(C)Cc1ccc(C(F)(F)F)cc1,i

# An excerpt of these results, tab-delimited.
mol	NFkB binder
C[C@@H]1CCCCO[C@@H](CN(C)Cc2ccc(C(=O)O)cc2)[C@@H](C)CN([C@H](C)CO)C(=O)c2cc(NC(=O)c3ccncc3)ccc2O1	i
Cc1noc(C)c1NC(=O)N(C)C[C@@H]1Oc2ccc(NC(=O)c3ccncc3)cc2CC(=O)N([C@H](C)CO)C[C@H]1C	i
NS(=O)(=O)c1ccc(CNC(=O)c2cc(-c3cccnc3)nc3ccc(Br)cc23)cc1	i
CC(C)NC(=O)N(C)C[C@H]1OCCCC[C@H](C)Oc2ccc(NC(=O)Nc3ccccc3)cc2C(=O)N([C@@H](C)CO)C[C@H]1C	i
CCOC(=O)c1ccc(OC(=O)CCCCCN=C(N)N)cc1	i
Cc1noc(C)c1S(=O)(=O)Nc1ccc2c(c1)CC(=O)N([C@@H](C)CO)C[C@H](C)[C@@H](CN(C)C)O2	i
O=C(/C=C/c1ccc(O)cc1)NCCCCN(CCCN(CCCNC(=O)/C=C/c1ccc(O)cc1)C(=O)/C=C/c1ccc(O)cc1)C(=O)/C=C/c1ccc(O)cc1	i
C[C@@H]1CN([C@@H](C)CO)C(=O)CCCn2nncc2CO[C@@H]1CN(C)C	i
CNC[C@@H]1Oc2ccc(NC(=O)CCC(F)(F)F)cc2C(=O)N([C@H](C)CO)C[C@@H]1C	i
C[C@H](CO)N1C[C@H](C)[C@H](CN(C)C)OCCCC[C@H](C)Oc2ccc(NS(=O)(=O)c3ccc(Cl)cc3)cc2C1=O	i
CCN(CC(=O)Nc1cc(C(F)(F)F)ccc1Cl)S(=O)(=O)c1ccc(Cl)cc1	i
Cc1cc(C)nc(SCc2noc(-c3ccc(Cl)cc3)n2)n1	i

# The list goes on.
SMILES,NFkB binder
C[C@@H]1CCCCO[C@@H](CN(C)C(=O)c2ccncc2)[C@@H](C)CN([C@H](C)CO)C(=O)c2cc(N(C)C)ccc2O1,i
Cc1noc(C)c1S(=O)(=O)N(C)C[C@H]1Oc2ccc(NC(=O)NC(C)C)cc2CC(=O)N([C@H](C)CO)C[C@@H]1C,i
Cc1ccc(-n2c3c(cc(C(=O)NCCCN4CCOCC4)c2=O)C(=O)CCC3)cc1,i
C[C@H]1CN([C@@H](C)CO)C(=O)CCCn2cc(nn2)CO[C@@H]1CN(C)C(=O)OCc1ccccc1,i
C[C@H](CO)N1C[C@H](C)[C@H](CN(C)S(=O)(=O)c2ccc(F)cc2)Oc2ccc(NC(=O)Nc3ccccc3)cc2CC1=O,i
Cc1cc(C)nc(N(C#N)Cc2cccc([N+](=O)[O-])c2)n1,i
C[C@H](CO)N1C[C@H](C)[C@@H](CN(C)S(=O)(=O)c2ccc(Cl)cc2)OCc2cn(nn2)CCCC1=O,i
CC(C)NC(=O)Nc1ccc2c(c1)C(=O)N([C@H](C)CO)C[C@@H](C)[C@@H](CN(C)C)OCCCC[C@@H](C)O2,i
C[C@H](CO)N1C[C@H](C)[C@H](CN(C)C(=O)Nc2cccc3ccccc23)Oc2ccc(NC(=O)CCCN(C)C)cc2C1=O,i
C[C@@H]1CCCCO[C@H](CN(C)C(=O)c2ccncc2)[C@H](C)CN([C@H](C)CO)C(=O)c2cc(NS(=O)(=O)c3ccccc3)ccc2O1,i
CCCCn1c(SCC(N)=O)nc2c1c(=O)n(C)c(=O)n2C,i
C[C@@H]1CN([C@@H](C)CO)C(=O)c2cc(NC(=O)Cc3ccccc3)ccc2O[C@H]1CN(C)S(=O)(=O)c1cccs1,i
C[C@@H]1CN([C@H](C)CO)C(=O)c2cc(NS(=O)(=O)c3ccc(F)cc3)ccc2O[C@@H]1CN(C)C,i
Cc1c(CNC(=S)Nc2cccc([N+](=O)[O-])c2)cnn1C,i
C[C@@H]1CN([C@H](C)CO)C(=O)Cc2cc(NC(=O)c3ccncc3)ccc2O[C@@H]1CN(C)CC1CCCCC1,i
C[C@@H]1CN([C@@H](C)CO)C(=O)CCCn2nncc2CO[C@@H]1CN(C)Cc1ccc2c(c1)OCCO2,i
CC1(C)CC(NC(=O)CC(c2ccc(F)cc2)c2ccco2)CCO1 (centres undefined),i
CCO[C@@H]1OC(C(=O)N2CCN(Cc3ccc4c(c3)OCO4)CC2)=C[C@H](C)[C@H]1CCCO,i
C[C@@H]1CN([C@@H](C)CO)C(=O)c2cc(NC(=O)c3ccncc3)ccc2O[C@@H](C)CCCCO[C@@H]1CN(C)C(=O)CCC(F)(F)F,+
COc1ccc(S(=O)(=O)Nc2ccc3c(c2)C(=O)N([C@H](C)CO)C[C@@H](C)[C@H](CN(C)Cc2ccc(C(=O)O)cc2)O3)cc1,i
CCOC(=O)c1ccc(NC(=O)CSc2ncccn2)cc1,i
O=C(Nc1cccc(Cn2cccn2)c1)c1cc(-c2ccccc2)nc2ccccc12,i
CC(C)NC(=O)N(C)C[C@H]1OCCCC[C@H](C)Oc2ccc(NC(=O)Nc3ccc(F)cc3)cc2C(=O)N([C@@H](C)CO)C[C@H]1C,i
Cc1ccc(S(=O)(=O)Nc2ccc3c(c2)C(=O)N([C@@H](C)CO)C[C@@H](C)[C@H](CN(C)S(=O)(=O)c2ccccc2)O3)cc1,i
Cc1cccc(NC(=O)CSc2nncn2C)c1,i
COc1ccc(S(=O)(=O)Nc2ccc3c(c2)CC(=O)N([C@H](C)CO)C[C@H](C)[C@H](CN(C)C(=O)Nc2ccc4c(c2)OCO4)O3)cc1,i
O=C(N1CCOCC1)[C@@]1(CCS(=O)(=O)c2ccccc2)COC(c2ccc(OCCCO)cc2)=N1,i
COc1ccc(S(=O)(=O)Nc2cccc3c2O[C@@H](CN(C)Cc2ccncc2)[C@H](C)CN([C@@H](C)CO)C3=O)cc1,i
COc1ccc(NC(=O)Nc2cccc3c2O[C@@H](CN(C)S(=O)(=O)c2cccs2)[C@H](C)CN([C@H](C)CO)C3=O)cc1,i

# Source: PubChem BioAssay (Broad Institute)
